Source: PubChem BioAssay
ADAM17 inh = inhibitors of human ADAM17; AID 720648; P78536; inhibition, % at 6.95 µM; recombinant ADAM17, EDANS/DABCYL FRET peptide cleavage; actives 0.83% (n = 370,000);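 active = inhibition above the mean of compounds lying between control limits plus 3 SD, set per campaign, cut at about 8.5% in these data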;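 also: 0% = DMSO-only wells as the low control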
ASAP1 inh = blocks human ASAP1-stimulated Arf1 GTP hydrolysis | actives 0.19% (n = 360,000) | inhibition, % at 16.5 µM | AID 624377 | GDP FP detection | Q9ULH1; in the data active = inhibition above about 25%;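 also: 0% = vehicle with enzyme and substrate and 100% = no enzyme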
Target sequence (Q9ULH1 325-724 limits assumed): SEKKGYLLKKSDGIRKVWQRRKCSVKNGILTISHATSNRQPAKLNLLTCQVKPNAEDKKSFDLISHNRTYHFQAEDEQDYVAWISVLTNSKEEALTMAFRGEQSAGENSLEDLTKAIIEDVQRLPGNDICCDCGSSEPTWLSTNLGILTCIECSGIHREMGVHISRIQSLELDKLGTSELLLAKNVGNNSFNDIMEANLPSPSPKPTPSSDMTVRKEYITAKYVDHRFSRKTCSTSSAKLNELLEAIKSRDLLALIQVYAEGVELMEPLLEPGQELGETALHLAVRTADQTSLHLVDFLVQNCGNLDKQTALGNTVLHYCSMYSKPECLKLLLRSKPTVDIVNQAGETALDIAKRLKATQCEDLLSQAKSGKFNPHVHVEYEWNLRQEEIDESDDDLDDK
PLCg1 inh = inhibitors of human phospholipase C gamma1; P19174; purified PLC-gamma1, fluorogenic substrate, fluorescence; inhibition, % at 12.2 µM; actives 0.84% (n = 370,000); AID 720700; in the data active = inhibition above about 9.5%
ADAM10 inh = inhibitors of human ADAM10. inhibition, % at 7 µM. recombinant ADAM10, EDANS/DABCYL FRET peptide cleavage, 3 h. O14672. AID 720582. actives 0.62% (n = 370,000);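 active = inhibition above a per-campaign cutoff equal to the mean of compounds falling between control-based bounds plus 3 SD, cut at about 20% in these data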;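 also: 0% = DMSO wells while the 100% control is not disclosed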
PLCb3 inh = inhibitors of human phospholipase C beta3 | Q01970 | Purified PLC-beta3, fluorogenic substrate, fluorescence | inhibition, % at 12.2 µM | actives 0.18% (n = 370,000); in the data active = inhibition above about 11%;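 also: 0% = median of compound wells on plate and 100% = full blocker control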
Tn7 DDE FP = inhibitors of Tn7 peptide binding to human fibrin DD(E) | P02675 | FP displacement of FITC-Tn7 peptide from fibrin DD(E); 0% = median of compound wells per plate | inhibition, % at 8.3 µM | actives 0.13% (n = 370,000) | AID 720508;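 active = inhibition above the mean of compounds falling within the control limits plus 3 SD of them, cut at about 14% in these data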;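 also: 0% = plate median of compound wells and 100% = 10 µM Aha-Tn7 peptide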
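Assay system: Human clot-derived fibrin DD(E) complex | Buffer or medium: Tris/NaCl/CaCl2 buffer, pH 7.8 | Repeats: One replicate per compound | Benchmarks: Aha-Tn7 high control | Measure: % inhibition scaled between sample-field median and high-control FP | Schedule: 10 min plus 3 h, room temperature | Signal: Fluorescence polarization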
ARFGAP1 inhibitor = rat ARFGAP1 inhibition; Q62848; Arfgap1-stimulated ARF1 GTP hydrolysis, GDP FP detection; inhibition, % at 16.5 µM; actives 0.26% (n = 360,000);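 active = inhibition above a per-plate limit, mean inhibition of low control wells plus 3 SD, cut at about 25% in these data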;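 also: 0% = DMSO wells with enzyme and 100% = wells lacking Arfgap1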
Target sequence (Q62848 1-136 limits assumed): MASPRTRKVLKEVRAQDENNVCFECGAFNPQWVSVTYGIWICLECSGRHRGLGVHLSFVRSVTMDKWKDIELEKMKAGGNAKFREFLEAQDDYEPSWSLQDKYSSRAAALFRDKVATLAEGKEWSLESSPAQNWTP
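Material: truncated rat Arfgap1 GAP domain; Incubation: compound-enzyme preincubation 20 min, reaction 120 min, detection 60 min, 25 °C; Read-out: percent inhibition of Arfgap1-stimulated GTP hydrolysis; Technique: FP, GDP Alexa 633 tracer displaced from anti-GDP antibody, 620/688 nm; Controls: No-Arfgap1 wells (100%) versus DMSO full-reaction wells (0%); Replication: single well per compound.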
DDE Tn6 FP inh = DD(E)-Tn6 binding inhibition, primary FP screen; actives 0.21% (n = 370,000); inhibition, % at 8.3 µM; AID 720509; P02675; Fibrin DD(E) TRITC-Tn6 fluorescence polarization displacement;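 active = inhibition above a per-campaign cutoff: mean of compounds within control limits plus 3 SD, cut at about 15% in these data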;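 also: 0% = median of all compound wells on the plate and 100% = blocking peptide control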
SIAE primary = blocks human sialic acid acetylesterase. SIAE FP-Rh probe binding, fluorescence polarization. inhibition, % at 9.66 µM. actives 0.69% (n = 370,000);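 active = inhibition above a cutoff: mean of compounds within the control limits plus 3 SD of those, cut at about 17% in these data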;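 also: 0% = plate median of compound wells and 100% = probe without SIAE protein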
TDP2 absorb = blocks human TDP2 phosphodiesterase activity | O95551 | recombinant TDP2, T5PNP hydrolysis, p-nitrophenol absorbance 415 nm | inhibition, % at 12.8 µM | actives 0.34% (n = 370,000) | AID 720702;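 active = inhibition above the mean of all tested compounds plus 3 SD, set per campaign, cut at about 25% in these data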;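 also: 0% = DMSO with enzyme and 100% = buffer with substrate but no TDP2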
Target sequence (O95551 whole entry, looked up): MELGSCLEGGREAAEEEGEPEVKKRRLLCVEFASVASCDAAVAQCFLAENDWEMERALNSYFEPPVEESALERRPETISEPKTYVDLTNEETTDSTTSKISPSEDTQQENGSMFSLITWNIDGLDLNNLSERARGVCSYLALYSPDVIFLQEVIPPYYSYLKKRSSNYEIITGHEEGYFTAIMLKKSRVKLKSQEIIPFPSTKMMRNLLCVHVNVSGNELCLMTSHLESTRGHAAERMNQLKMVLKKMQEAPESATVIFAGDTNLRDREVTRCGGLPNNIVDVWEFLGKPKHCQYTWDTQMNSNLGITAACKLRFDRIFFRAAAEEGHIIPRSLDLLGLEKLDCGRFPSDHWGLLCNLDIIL
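Assay system: Recombinant human TDP2 | Quantity: 120 nM TDP2 per well | Incubation: 2 h at 37 °C | Signal: Epi absorbance | Evaluation: Percent inhibition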
An asterisk follows results filed as active; nt = not tested or not shown.

PLCb3 inh	ADAM10 inh	SIAE primary	ASAP1 inh	ARFGAP1 inhibitor	Tn7 DDE FP	PLCg1 inh	ADAM17 inh	DDE Tn6 FP inh	TDP2 absorb	smiles
1.2	-8.2	-1.6	nt	nt	-1.9	-1.6	-4.2	-0.5	7.3	O=C(CNS(=O)(=O)c1ccc(Br)s1)N1CCN(c2ccccn2)CC1
-4.4	5.3	4.7	-8.2	-2.4	-1.9	1.4	-1.4	-3.5	-13.7	CC(C)Oc1ccc(C(=O)OCC(=O)c2ccc[nH]2)cc1
-7.0	-5.9	4.3	6.6	-8.1	-0.2	-0.2	-3.2	-12.8	-5.9	CCN(Cc1ccccc1)C(=O)Cn1c(=O)n(CC(=O)N2CCCCC2)c(=O)c2sccc21
-7.9	4.8	0.2	4.8	8.4	-3.5	-1.4	-0.9	-2.5	-8.0	Cc1cc(N/N=C/c2ccc(F)cc2)nc(NCc2ccccc2)n1
-9.2	3.2	1.0	1.3	1.7	-2.6	-2.4	-0.9	4.0	-6.7	Cc1cccc2c(=O)c(C(=O)NCc3ccc(F)cc3)c[nH]c12
-15.2	2.0	-11.9	-10.3	3.3	1.7	-4.3	-2.5	0.5	-0.9	O=C(O)C(F)=C1c2ccccc2-c2ccccc21
-10.9	-5.0	-3.4	5.2	0.9	7.7	-7.5	-4.2	1.4	-1.4	C=CCNc1ncnc2ccccc12
0.5	-3.2	-1.4	-7.1	8.2	-6.0	-2.5	-3.9	-1.8	-3.6	CC(C)c1ccccc1NC(=O)Nc1nnc([C@@H]2C[C@H](O)[C@@H](CO)O2)s1
2.4	-3.7	1.0	-2.2	-10.4	-3.5	0.0	-1.2	5.2	10.1	CN1C[C@@H]2[C@@H]3C(=O)N(Cc4ccccc4)C(=O)[C@@H]3[C@](C)(C1=O)N2C(=O)c1ccccc1
-1.2	-4.1	3.9	6.3	12.4	2.8	4.0	1.6	5.0	0.0	O=C(CN1CCN(S(=O)(=O)c2ccc(Cl)cc2)CC1)N1CCCC1
-14.6	-19.4	-0.8	7.0	-0.9	1.2	-5.0	-4.8	-4.8	-10.9	COC(=O)c1cc(OC)c(OC)cc1NC(=O)CCNC(=O)c1ccco1
-3.4	-0.2	6.9	15.4	-4.2	3.4	-3.6	1.8	1.2	4.3	COc1ccc(/C=C/C(=O)OCC(=O)NCCC2=CCCCC2)cc1
-2.2	-5.4	1.7	-6.4	0.3	2.6	-2.9	-4.0	-2.6	-0.6	O=C(CO)N/N=C/c1cccc(Cl)c1Cl
-3.3	-8.7	-1.8	-1.7	10.1	-1.4	-1.8	-5.6	-4.4	3.7	CCc1nc2scc(-c3cccs3)c2c(=O)o1
-51.6	-150.0	-1.7	5.5	-6.2	-0.1	-38.7	-70.9	4.6	-1.9	Cc1ccc(-c2nc3ccccc3nc2-c2ccccc2)cc1
-5.0	6.2	-4.7	0.0	-6.0	5.4	0.5	0.7	5.1	-18.4	CC(=O)N1CCN(c2cc(N3CCCC3)c(F)cc2[N+](=O)[O-])CC1
-2.5	-3.9	9.6	-6.7	-2.8	3.0	-0.3	-4.0	-1.8	-3.9	Cc1nn2c(=O)cc(COC(=O)c3ccc(S(=O)(=O)N4CCCCC4)cc3)nc2s1
-3.0	0.6	12.1	-1.2	-13.0	-3.0	-1.2	-1.5	-4.0	-1.1	CC(=O)Nc1ccc(NC(=O)CSc2nnc(C3CC3)n2C)cc1
-80.1	-422.5	5.5	-2.8	5.1	0.6	-56.3	-131.5	-0.2	-1.9	CC(=O)Nc1ccc(S(=O)(=O)N(Cc2cc3ccc(C)cc3[nH]c2=O)CC2CCCO2)cc1 (stereo not drawn)
1.2	-3.3	0.4	-7.7	0.3	-3.8	0.4	-1.2	2.2	-4.2	COc1ccc(N(CC(=O)NCCSc2ccccn2)S(C)(=O)=O)cc1Cl
-28.4	-22.9	-42.4	2.3	1.8	-0.6	-17.8	-9.2	-3.4	-1.7	O=C(COC(=O)c1cc(=O)[nH]c2ccccc12)Nc1nc(-c2ccc(F)cc2)cs1
-0.5	0.8	3.1	-0.8	-2.5	-7.6	1.4	1.4	3.6	2.1	CCOc1ccc(CNC(=S)N/N=C/c2ccncc2)cc1
-2.6	-10.0	-8.6	-1.1	-4.3	0.9	-1.2	-2.6	-0.6	-0.1	CCc1cccc(CC)c1C(OC(C)=O)c1cccnc1 (stereo not drawn)
2.6	0.2	-12.6	7.4	10.3	4.3	3.9	1.4	1.5	-6.1	CC(=O)Nc1ccc(S(=O)(=O)N2CCN(CC(O)COc3ccc4ccccc4c3)CC2)cc1 (stereo not drawn)
-8.9	-13.6	7.5	2.3	0.9	6.7	-9.3	-4.4	-0.9	2.1	CN(C)CC(NC(=O)c1cccc(S(=O)(=O)Nc2ccc3c(c2)OCO3)c1)c1ccccc1 (stereo not drawn)

The final four records of the part above open the next one:
PLCb3 inh	ADAM10 inh	SIAE primary	ASAP1 inh	ARFGAP1 inhibitor	Tn7 DDE FP	PLCg1 inh	ADAM17 inh	DDE Tn6 FP inh	TDP2 absorb	smiles
-0.5	0.8	3.1	-0.8	-2.5	-7.6	1.4	1.4	3.6	2.1	CCOc1ccc(CNC(=S)N/N=C/c2ccncc2)cc1
-2.6	-10.0	-8.6	-1.1	-4.3	0.9	-1.2	-2.6	-0.6	-0.1	CCc1cccc(CC)c1C(OC(C)=O)c1cccnc1 (stereo not drawn)
2.6	0.2	-12.6	7.4	10.3	4.3	3.9	1.4	1.5	-6.1	CC(=O)Nc1ccc(S(=O)(=O)N2CCN(CC(O)COc3ccc4ccccc4c3)CC2)cc1 (stereo not drawn)
-8.9	-13.6	7.5	2.3	0.9	6.7	-9.3	-4.4	-0.9	2.1	CN(C)CC(NC(=O)c1cccc(S(=O)(=O)Nc2ccc3c(c2)OCO3)c1)c1ccccc1 (stereo not drawn)
-9.4	-4.9	-1.1	-5.4	15.6	-1.9	0.8	-3.2	-3.6	-2.1	COc1ccc(S(=O)(=O)N(CC(=O)NCc2ccco2)c2ccc(F)cc2)cc1
-11.8	-9.8	-8.8	-4.2	12.8	-4.5	-4.1	-4.6	5.2	5.8	CC1=CC(C)(C)NC(=S)N1NC(=O)c1ccccc1Cl
-3.8	3.8	2.1	0.1	3.2	-0.4	2.0	-2.0	0.1	-14.4	O=C(Cn1nc(C(=O)O)c2ccccc2c1=O)Nc1cccc(S(=O)(=O)N2CCOCC2)c1
3.5	5.9	5.2	-9.3	5.3	2.8	1.7	-3.1	-5.1	3.7	COc1ccc(Nc2ccc(S(=O)(=O)N3CCCCCC3)cc2[N+](=O)[O-])cc1
3.3	8.3	-4.5	-11.9	3.9	-9.0	2.4	6.0	-10.5	-9.0	COc1cc(/C=C2/C(=O)NN(c3cccc(F)c3)C2=O)ccc1OC(=O)c1ccco1
-7.4	-3.4	3.1	10.5	-8.1	-3.0	-7.8	2.5	8.3	-22.4	COc1ccc2c(c1OC)C(=O)N(c1cccc(NC(C)=O)c1)C2
-7.4	-7.4	2.6	-9.2	9.3	7.5	0.2	-4.5	4.4	25.2*	CCCCn1c(N)c(N(CC(C)C)C(=O)c2cccc(OCc3ccccc3)c2)c(=O)[nH]c1=O
5.1	6.0	-5.1	0.2	1.6	11.4	7.4	3.3	1.8	-17.0	CCOC(=O)N1CCN(c2cc(C)nc3nc(C)nn23)CC1
-1.3	-4.8	7.4	2.8	-8.3	2.2	0.9	-5.3	-1.9	1.5	CC1(C(=O)NS(=O)(=O)C2CC2)CCN(C(=O)c2cccc(OC(F)(F)F)c2)C1 (stereo not drawn)
-6.2	4.3	-11.6	5.4	9.2	2.8	0.4	-1.2	-3.9	14.3	O=C(CN1C(=O)NC2(CCCC2)C1=O)Nc1ccc(Cl)c(C(F)(F)F)c1
-3.0	-3.0	4.6	11.2	4.3	1.1	-0.2	2.0	1.8	-1.3	O=S(=O)(c1ccc(Cl)cc1)c1cc(O)ccc1O
-4.6	11.2	2.3	-1.2	-4.4	2.9	2.5	3.5	-7.5	-8.3	COCCN(C(=O)CSc1nnc(-c2ccc(Cl)cc2)o1)c1c(N)n(CC(C)C)c(=O)[nH]c1=O
0.1	-3.3	-2.1	-0.4	1.2	-0.2	-0.4	-2.4	12.1	-13.2	COC(=O)c1ccccc1NC(=O)C1CCN(C(=O)N2CCOc3ccccc32)CC1
-1.5	-11.5	11.3	8.8	5.3	10.2	-6.6	-5.0	-9.3	4.3	COC(=O)[C@@H](N)Cc1ccc(O)c(O)c1
4.0	-6.4	6.9	-9.9	15.0	-4.7	1.4	-0.3	9.3	2.6	CCOC(=O)C1CCCN(C(=O)c2ccc3sccc3c2)CC1 (stereo not drawn)
0.8	-2.6	-7.8	-7.2	-8.2	0.7	1.8	1.1	5.1	0.5	COc1ccc(N2CC(C(=O)Nc3nnc(SCC(=O)Nc4ccc(NC(C)=O)cc4)s3)CC2=O)cc1 (stereo not drawn)
-31.3	-27.9	3.1	-12.2	3.4	7.6	-28.8	-18.9	1.2	-1.2	COc1ccccc1CC(=O)Nc1ccc(O)cc1C(=O)O
-10.2	1.7	-6.4	1.1	5.3	9.3	-1.3	-5.5	3.3	3.9	Cc1ccc2c(c1)C(c1ccccc1)N(C(=O)c1ccc(F)cc1)CC(=O)N2 (stereo not drawn)
-3.2	-9.8	-7.5	1.6	-2.8	5.6	-0.6	4.0	-2.5	-7.0	COc1ccc(C(=O)c2c3ccc([N+](=O)[O-])cc3[n+]([O-])n2CCCC(N)=O)cc1
-1.5	-12.8	-1.0	-17.5	-3.3	-2.2	1.0	-3.5	4.0	-0.1	FC(F)(F)c1cccc(-c2nnc(-c3ccccc3)c(N3CCOCC3)n2)c1
-3.0	-7.8	-6.3	-9.7	-5.1	-0.7	-1.3	0.5	7.4	-8.7	CC(=O)c1nn(-c2cccc(C)c2)cc1C(=O)c1cccc(Br)c1
-4.7	0.5	-5.7	11.2	-2.3	0.8	4.9	-7.0	-6.1	-2.3	COc1ccc(-c2cc(C(=O)Nc3cccnc3Cl)no2)cc1OC
-7.2	-10.0	-11.3	9.9	-1.4	5.7	2.7	-4.2	-1.0	-9.3	CNS(=O)(=O)c1cccc(C(=O)NCC2CCCCC2)c1
2.5	3.2	1.7	8.7	-1.1	-1.6	-0.6	3.6	0.2	-13.3	O=C(c1cccc(S(=O)(=O)NCc2ccccc2)c1)N1CCCC1
8.5	2.0	-5.6	-4.2	4.8	-5.4	2.5	4.0	-2.8	-11.4	S=C(NCCN1CCOCC1)Nc1ccc(Br)cc1
3.8	-7.1	0.6	-4.3	-0.2	-0.1	0.8	-2.7	-5.5	3.5	COc1ccc(C2N3CC4(C)CN2CC(C)(C3)C4=O)cc1OC (stereo not drawn)
-0.4	2.9	7.3	5.1	-5.5	5.0	-1.3	-2.0	-0.3	0.9	Cc1ccc(CN(C#N)c2nc(C)cc(C)n2)cc1
